Assay outcomes: PubChem BioAssay, National Center for Advancing Translational Sciences (NCATS)
N370S GC: inhibitors or activators of N370S glucocerebrosidase for Gaucher disease; N370S GC spleen homogenate, 4MU-glucoside fluorescence; actives 0.092% (n = 330,000); Potency, µM (titrated, usually from 59.4 µM), for the others: at the highest dose activity change, negative = inhibition, actives largely listed as inhibitors; P04062;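 also: 0% = full enzyme activity and -100% = no enzyme basal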
DT40 TDP1 CPT: DT40-hTDP1 cell growth loss with CPT. chicken DT40 Tdp1-/-;hTDP1 cells + 20 nM CPT, ATP luminescence, 48 h. Potency, µM (doses to about 46.2 µM), inactives show at the highest dose activity change, negative = growth inhibition, most hits filed as inhibitors. actives 12% (n = 420,000). AID 686979; also: nearly all actives have a fitted effect of over 55% in size
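Cell growth measured by CellTiter-Glo luminescence after a minimum 48 h, 37 C compound exposure with 20 nM CPT in Tdp1-knockout DT40 cells stably expressing hTDP1, seeded 400/well; qHTS titration format.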
FEN1 inhibitor: inhibitors of human flap endonuclease 1. actives 0.35% (n = 390,000). Potency, µM (top dose mostly 114 µM), for inactives: at the top dose activity change, negative = inhibition, usual class: inhibitors. Recombinant FEN1 flap cleavage, fluorescence, 15 min. P39748; also: nearly all actives have a fitted effect of over 65% in size
Target sequence (P39748 whole entry, looked up): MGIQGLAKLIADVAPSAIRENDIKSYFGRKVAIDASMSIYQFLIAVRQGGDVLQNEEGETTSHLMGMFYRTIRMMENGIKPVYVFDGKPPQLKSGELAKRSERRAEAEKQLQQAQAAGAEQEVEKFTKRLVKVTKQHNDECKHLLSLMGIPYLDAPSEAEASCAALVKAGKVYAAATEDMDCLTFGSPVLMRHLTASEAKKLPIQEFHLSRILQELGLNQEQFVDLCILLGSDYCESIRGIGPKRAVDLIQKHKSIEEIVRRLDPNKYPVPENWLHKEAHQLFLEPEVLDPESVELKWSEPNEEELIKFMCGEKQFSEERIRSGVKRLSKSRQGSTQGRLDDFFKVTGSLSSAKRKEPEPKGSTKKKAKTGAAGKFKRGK
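Enzyme 10 nM, 15 min RT preincubation with compound; start with substrate 50 nM final; reads at 0 and 15 min; qHTS titration, four-parameter Hill fit.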
Numbers without * were called inactive; ? = inconclusive; / = not tested or not shown; [ ] = another dose, or the depositor's remark. Calls follow the shape of the dose curve; as a rule, active = well fitted curve in the direction sought with a large enough effect; inconclusive = small, poorly fitted or top-dose-only effect, or another doubt; inactive = no such curve, though single readings can be large; an effect the other way counts as inactive or inconclusive. Unless noted, % is scaled to controls: 0 for no effect and ±100 for the full control effect; potency is read from the fitted curve at half-maximal effect. The list is partial; rates above refer to the full screens.

Molecule	FEN1 inhibitor	DT40 TDP1 CPT	N370S GC
COc1cccc(C(c2nnnn2CCc2ccccc2)N2CCN(c3ccccc3)CC2)c1OC (stereo not drawn)	-14.8%	?	-0.4%
C=C(C)CNC(=S)NNC(=O)c1ccco1	10.7%	1.6%	0.8%
COc1cc2c(cc1N/C=C(\C#N)c1nc(-c3ccc(F)cc3)cs1)oc1ccccc12	-1.8%	-0.5%	-3.5%
CN(Cc1cccs1)C(=O)CNC(=O)c1ccco1	7.7%	-2.1%	0.8%
Cc1cccc(OCC(=O)Nc2ccc3c(c2)OCO3)c1C	-9.9%	-28.6%	22.8%
O=C(NC1CCCCC1)c1ccc(-n2cncn2)c([N+](=O)[O-])c1	7.1%	-0.3%	/
CC(=C/c1ccco1)/C=N/N1CCN(c2ccccc2)CC1	5.6%	-1.8%	4.7%
CCN(CC)CCNC(=O)C1c2cc(OC)c(OC)cc2C(=O)N2CCc3ccccc3C12 (stereo not drawn)	-12.1%	-10.8%	4.6%
CC(Sc1nnc(C2CC2)n1C)C(=O)Nc1ccc2c(c1)CCC2 (stereo not drawn)	-9.8%	-0.4%	/
COC(=O)c1cc(NS(=O)(=O)c2ccc(NCc3cccnc3)c(N)c2)cc(C(=O)OC)c1	7.7%	-3.7%	-7.1%
COc1ccc2cc3cc(C(=O)Nc4ccccc4N4CCN(C)CC4)oc3nc2c1	-12.0%	4.61µM*	-4.7%
CCCCn1c(=O)c(CCC(=O)OCC(=O)NCc2ccc(OC)c(OC)c2)nc2ccccc21	3.1%	-11.1%	-0.3%
Cc1ccc(NC(=O)c2ncn(CC(=O)NCc3ccc4c(c3)OCO4)n2)cc1C	11.6%	-10.4%	/
O=C(CN1C(=O)NC2(CCCCC2)C1=O)Nc1ccccc1N1CCCC1	-4.3%	-7.0%	-3.9%
O=C(NC1CCCC1)C1CCN(c2nccs2)CC1	9.8%	-12.1%	0.6%
COc1ccc(Cl)cc1C(=O)NCC(=O)OCc1ccccc1	-8.4%	0.6%	3.4%
Cc1ccc(Cn2c(O)c(N=O)c3ccccc32)cc1	5.9%	33.6%[activator]	-7.0%
Cc1ccc(N2CC(C(=O)OCC(=O)Nc3ccc(Cl)cc3)CC2=O)cc1 (stereo not drawn)	-8.5%	-0.7%	/
CC(=O)COc1ccc2oc(=O)cc(-c3cc4ccccc4o3)c2c1	?	?	1.0%
CCOC(=O)c1c(NC(=O)C(C)Oc2ccccc2F)sc(C(C)=O)c1C (stereo not drawn)	2.3%	?	/
Cc1cc(NC(=O)CN2CCCCC2)no1	-3.2%	10.7%	-2.2%
COc1cc(C(C#N)N2CCOCC2)ccc1O (stereo not drawn)	10.4%	4.5%	-13.4%
CCOC(=O)c1cc(NC(=O)NCc2ccco2)c(C)nc1C	-4.4%	-0.4%	4.9%
CC1CCN(C(=O)CN(c2ccc(Oc3ccccc3)cc2)S(C)(=O)=O)CC1	-22.5%	?	-11.1%
COc1cccc(C2C(C#N)=C(N)N(N(C)C)C3=C2C(=O)CC(C)(C)C3)c1OC (stereo not drawn)	9.8%	-9.9%	-7.7%
CCOC(=O)Cc1csc(NC(=O)/C=C/c2ccc(Cl)cc2)n1	-12.0%	18.4µM*	1.7%
Cc1[nH]c2ccccc2c1C(=O)COc1ccccc1F	-6.8%	5.3%	12.3%
Cc1ccc(CNC(=O)Cn2c(=O)n(-c3ccc(C)c(F)c3)c(=O)c3sc4ccccc4c32)cc1	18.3%	3.3%	/
Nc1c(-c2nc(-c3ccccc3)cs2)c2ccccn2c1C(=O)c1ccc2c(c1)OCO2	3.3%	18.4µM*	/
Cc1ccc(S(=O)(=O)C2(C(=O)N3CCCCCC3)CC2)cc1	-3.7%	-18.3%	3.3%

New compounds follow:
Molecule	FEN1 inhibitor	DT40 TDP1 CPT	N370S GC
O=c1c2ccccc2sc2ccc(NCCCN3CCOCC3)cc12	44.7µM*	?	/
NS(=O)(=O)c1ccc(CCNC(=O)c2cccnc2)cc1	-7.2%	-19.2%	5.4%
O=C(c1ccc(S(=O)(=O)c2ccccc2)cc1)N1CCc2ccccc2C1	-1.1%	?	10.0%
COC(=O)c1ccc(Cl)c(NC(=O)CSc2ncn[nH]2)c1	-0.7%	-2.6%	3.2%
CCOc1ccc(-c2nnn(CC#N)n2)cc1OC	0.3%	?	4.2%
Cc1nc2nc(-c3ccc(Cl)cc3)cn2nc1C	0.9%	-13.2%	18.7%
O=C(/C=C/c1ccco1)NCCc1ccc(F)cc1	-0.5%	?	-16.3%
O=C(CNCCc1ccc(Cl)cc1Cl)NCc1ccco1	-3.7%	-16.8%	-1.7%
Cn1c(SCC(=O)NCCc2ccccc2)ncc(C(=O)Nc2ccc(F)cc2)c1=O	-7.0%	?	-9.5%
COc1cccc(C2C(C(=O)Nc3ccc(Cl)cc3)=C(C)Nc3nc4ccccc4n32)c1OC (stereo not drawn)	3.0%	20.6µM*	/
Cc1ccc(SC(C)C(=O)O/N=C(\N)c2ccncc2)cc1 (stereo not drawn)	-13.2%	-20.7%	-2.0%
Cc1cccc(C)c1NC(=O)CNC(=O)C(Cc1ccccc1)NC(=O)c1ccccc1 (stereo not drawn)	2.9%	-16.7%	-0.3%
COc1ccc(C(=O)NC(=S)N2CCCCC2)cc1[N+](=O)[O-]	6.8%	?	-0.2%
C=CC[C@@H](CC(=O)OC(C)(C)C)C(=O)OC[C@@H]1CCCN1C(=O)[C@@H](CC=C)CC(=O)N[C@@H](CO)Cc1ccccc1	-5.3%	?	/
Cc1ccc2oc(-c3cccc(NC(=O)c4ccc(N5CCC(C)CC5)c([N+](=O)[O-])c4)c3)nc2c1	6.4%	18.4µM*	/
N#Cc1ccccc1S(=O)(=O)N1CCN(C(=O)C2CCC2)CC1	4.7%	-17.1%	-0.9%
CCOC(=O)/C(=N\Nc1ccccc1Cl)N1CCN(c2ccccc2OC)CC1	1.4%	?	-3.6%
O=C(C[N+]1(CC(O)c2ccccc2)CCOCC1)c1ccccc1 (stereo not drawn)	18.7%	1.2%	/
O=C(Nc1ccccc1N1CCOCC1)c1cccs1	4.8%	1.0%	11.1%
COc1ccc(C)cc1-n1c(SCC(=O)Nc2cc(C)on2)nc2ccccc2c1=O	-7.6%	10.3µM*	?
COC(=O)C1=C(C(=O)c2ccccc2)C(c2ccc(O)c(OC)c2)n2nnnc2N1 (stereo not drawn)	-8.3%	-9.9%	-3.8%
NNC(=O)c1cnn(Cc2ccccc2)c1N	4.3%	-7.2%	-6.5%
Cn1c(SCC(=O)c2ccc(F)cc2)nnc1-c1ccccn1	2.7%	4.1%	-7.4%
O=[N+]([O-])c1cccc(/C([O-])=C(/C(=S)Nc2ccccc2F)[n+]2ccccc2)c1	-6.9%	11.1%	10.7%
COC(=O)[C@@]1(Cc2ccc(OC)cc2)[C@H]2c3cc(C(=O)N4CCCC4)n(CCc4ccc(OC)c(Br)c4)c3C[C@H]2CN1C(=O)c1ccccc1	/	14.6µM*	-3.5%
CCCCCCCCCC[N+](C)(C)CC/C=C1/c2ccccc2Sc2ccc(Cl)cc21	?	5.17µM*	?
CCNc1ncc2ncc(=O)n(C3CC3)c2n1	/	?	?
CCOC(=O)c1oc2c(CN3CCN(C)CC3)c(O)ccc2c(=O)c1-c1ccc(Br)cc1	-1.0%	-8.3%	1.7%
COc1ccc(C(=O)Nc2ccc3c(c2)n(C)c(=O)n3C)cc1OC	-24.1%	-25.5%	-14.0%
O=c1c(S(=O)(=O)c2ccccc2)cn(Cc2ccc(F)cc2)c2cc(N3CCOCC3)c(F)cc12	0.7%	20.6µM*	/

Next structures.
Molecule	FEN1 inhibitor	DT40 TDP1 CPT	N370S GC
COc1ccc(/C=C2\SC(=S)N(CCCC(=O)NNC(=O)c3ccccc3O)C2=O)cc1	-3.0%	?	1.0%
O=C(CN1CC(c2ccccc2)CC1=O)Nc1ccc2c(c1)OCO2 (stereo not drawn)	16.0%	-99.9%	6.9%
CCCOC(=O)c1[nH]c2c(c1C)C(=O)CC(c1cccs1)C2 (stereo not drawn)	5.9%	0.581µM*	-4.2%
Cc1ccc(S(=O)(=O)N(C)C)cc1NC(=O)COC(=O)CNC(=O)C12CC3CC(CC(C3)C1)C2	-3.8%	-2.7%	2.1%
C#CC(C)(CC)NC(=O)c1cnn2c(C(F)F)cc(-c3ccccc3OC)nc12 (stereo not drawn)	2.7%	-18.8%	/
CCCCn1c(N)c(N(CCOC)C(=O)c2c(-c3ccccc3)noc2C)c(=O)[nH]c1=O	12.0%	-14.1%	5.1%
Cc1ccc(C(=O)NCC(=O)OCC(=O)c2ccc3c(c2)OCCO3)cc1C	5.2%	-26.7%	11.8%
O=C(Nc1ccc(O)cc1)c1cccc(Oc2ccc([N+](=O)[O-])cc2)c1	-25.5%	?	4.1%
CC[C@]12CCCN3CCc4c(n(c5ccccc45)C(=O)C1)C32 (stereo partly drawn)	3.2%	?	9.4%
Cc1c(Cl)c([N+](=O)[O-])nn1Cc1ccc(C(=O)N/N=C\c2cc(Cl)ccc2O)o1	-9.8%	3.66µM*	6.2%
Cc1cc(C)c(S(=O)(=O)NCc2nc3nc(C)cc(C)n3n2)c(C)c1	5.3%	4.5%	-12.6%
Cc1cccc2sc(NNC(=O)c3ccc(S(=O)(=O)N4CC(C)CC(C)C4)cc3)nc12 (stereo not drawn)	?	13µM*	-2.8%
C=CCSC1=Nc2sccc2C2=NC(=O)CN12	-10.7%	0.2%	2.8%
CCCS(=O)(=O)c1nc(S(=O)(=O)c2ccc(C)cc2)c(NCc2ccccc2Cl)s1	-10.0%	-29.9%	/
Cc1ccccc1NC(=S)N1CCCN(Cc2ccc(F)cc2)C1	-11.4%	-2.3%	-6.5%
Cc1cc(C)n2nc(C(=O)OCC(=O)c3ccccc3)nc2n1	2.5%	?	/
CC(=O)OC(C(=O)NC1CCCCC1)c1cccc(F)c1 (stereo not drawn)	-6.4%	-5.1%	-16.5%
CCOC(=O)C1=C(C)NC(C)=C(C(=O)OCC)C1c1ccc(C)o1	2.0%	?	8.4%
COc1cccc(C(=O)NCC(=O)N/N=C/c2c(C)[nH]c3ccccc23)c1	-19.6%	-21.8%	?
COc1cc(-c2nnc(SCC(=O)N3CCOCC3)o2)cc(OC)c1OC	0.5%	5.1%	0.6%
O=C(C[n+]1ccc2ccccc2c1)c1ccc(NC(=O)c2ccccc2)cc1	-4.1%	5.8µM*	-13.8%
CCOc1ccc(/C=C/c2nc3ccccc3n2S(=O)(=O)c2ccc(Br)cc2)cc1	-15.1%	?	/
O=C(c1ccccc1F)N1CCN(Cc2ccc3c(c2)OCO3)CC1	2.1%	10.9%	1.6%
O=c1[nH]c(CN2CCN(Cc3ccc4c(c3)OCO4)CC2)nc2ccccc12	10.8%	2.1%	11.6%
COc1ccccc1CNC(=O)CN1C(=O)CSc2ccc(S(=O)(=O)N(C)C)cc21	-0.9%	?	/
CN(C)CCNC(=O)C1CCN(c2ncnc3c2nc2n3CCCCC2)CC1	12.7%	-25.1%	/
C/C(=N\NC(=O)CN1CCOCC1)C(C)(C)C	-3.0%	6.3%	2.6%
Cn1c(=O)c(C(=O)CN2CCN(S(=O)(=O)c3ccccc3)CC2)c(N)n(Cc2ccccc2)c1=O	-8.8%	?	-1.1%
Cc1ccc(OCC(=O)Nn2cnc3ccccc32)cc1	-1.8%	-26.5%	-2.8%
Cc1ccc(C(=O)N/C(=C\c2ccc(Cl)cc2)C(=O)NC2CCCCC2)cc1	-17.0%	?	/
Cc1ccc(-c2cc(C(=O)Nc3cc(C)ccc3C)[nH]n2)c(O)c1	-1.2%	-23.0%	-4.6%
O=C(/C=C\c1ccccc1)Nc1nccs1	-5.5%	-12.0%	-1.6%

Of the compounds above, these have bromine:
Molecule	FEN1 inhibitor	DT40 TDP1 CPT	N370S GC
COC(=O)[C@@]1(Cc2ccc(OC)cc2)[C@H]2c3cc(C(=O)N4CCCC4)n(CCc4ccc(OC)c(Br)c4)c3C[C@H]2CN1C(=O)c1ccccc1	/	14.6µM*	-3.5%
CCOC(=O)c1oc2c(CN3CCN(C)CC3)c(O)ccc2c(=O)c1-c1ccc(Br)cc1	-1.0%	-8.3%	1.7%
CCOc1ccc(/C=C/c2nc3ccccc3n2S(=O)(=O)c2ccc(Br)cc2)cc1	-15.1%	?	/

Single records (already shown):
C#CC(C)(CC)NC(=O)c1cnn2c(C(F)F)cc(-c3ccccc3OC)nc12 (stereo not drawn) is entered as FEN1 inhibitor = 2.7%; DT40 TDP1 CPT = -18.8%; N370S GC = /
O=[N+]([O-])c1cccc(/C([O-])=C(/C(=S)Nc2ccccc2F)[n+]2ccccc2)c1 is entered as FEN1 inhibitor = -6.9%; DT40 TDP1 CPT = 11.1%; N370S GC = 10.7%
